Bioassay records (PubChem)
Y pestis TopoI = blocks Yersinia pestis topoisomerase I activity; AID 504884; 360,000 compounds, 0.064% hits; activity, % at 10 µM; Y. pestis Topo-I cleavage product accumulation, plate reader; in the data active means activity above about 50%, passing the limit was not always enough; inconclusive means no clear call, values can overlap the other calls; further: inactives centre near 2
SARS 3CLpro inh = SARS-CoV 3CLpro protease inhibition; P0C6X7; recombinant SARS-CoV 3CLpro, quenched FRET peptide cleavage; inhibition, % at 6 µM; 290,000 compounds, 0.14% hits; AID 1706; in the data active means inhibition above about 12%
DUSP3 inh = inhibitors of human VHR1 phosphatase (DUSP3); recombinant VHR phosphatase, pNPP absorbance; inhibition, % at 13.3 µM; 290,000 compounds, 0.52% hits; P51452; in the data active means inhibition above about 50%; further: some compounds called inactive have numbers as strong as hits
CCHFV vOTU inh = blocks the CCHF virus ovarian tumor domain protease | CCHFV vOTU protease, Pep-AMC fluorescence | inhibition, % at 11.5 µM | 370,000 compounds, 0.55% hits; in the data active means inhibition above about 30%; further: 0% = vehicle wells with enzyme and 100% = no enzyme wells
PfHsp40 yeast = rescue of PfHsp40-mediated yeast toxicity; S. cerevisiae expressing PfHsp40, growth rescue, ATP luminescence; growth rescue, % at 12.5 µM; 340,000 compounds, 0.68% hits; AID 504582; in the data active means growth rescue above about 28%, passing the limit was not always enough; inconclusive means no clear call, values can overlap the other calls;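 further: yeast W303a lacking pdr1 and pdr3 grown in galactose medium; growth measured after three days at 30 °C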
Vc quorum ag = quorum light induction in luxS cqsA deficient V. cholerae | 350,000 compounds, 0.16% hits | activation, % at 18.7 µM | V. cholerae BH1578 lux reporter, luminescence, 6 h; in the data active means activation mostly above about 9.7%, no sharp cut-off; inconclusive means no clear call, values can overlap the other calls; inactive means mostly below about 3.7%; further: not every result past the cut was called active; inactives centre near 0; reference of the scale not given here
BoNT-A LC inh2 = inhibitors of Botulinum neurotoxin A light chain protease | AID 588499 | 360,000 compounds, 0.17% hits | multiplex microsphere protease substrate cleavage, flow cytometry | inhibition, % at 10 µM; further: plate controls were buffer without enzyme for full effect and enzyme alone for no effect
TcdB GH inh = inhibitors of Clostridioides difficile toxin B glycohydrolase; P18177; TcdB glycohydrolase enzymatic assay, plate reader; inhibition, % at 9.99 µM; 350,000 compounds, 0.24% hits; AID 652162; in the data active means inhibition above about 10%
Anthrax LF inh2 = inhibitors of Bacillus anthracis lethal factor protease. P15917. multiplex microsphere protease cleavage assay, LF. inhibition, % at 10 µM. 360,000 compounds, 0.12% hits. AID 588501; further: plate controls were buffer without enzyme for full effect and enzyme alone for no effect
SSB-PriA inh = K. pneumoniae PriA-SSBct interaction inhibition. AlphaScreen SSBct-PriA binding, biotinylated peptide. 430,000 compounds, 0.6% hits. inhibition, % at 33 µM; in the data active means inhibition mostly above about 37%, no sharp cut-off; inactive means mostly below about 20%;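 further: plate controls were negative control peptide for no effect and reference peptide for full effect; strong numbers were not always called active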
The depositor's hits bear a star; i = inactive; ? = inconclusive; · = not tested or not shown; & = joins results of further samples. Unless noted, no stated cut-off is given here; in the data, active means inhibition above about 30%; inconclusive means no clear call, values can overlap the other calls; inactive means below that.

SMILES	Y pestis TopoI	SARS 3CLpro inh	DUSP3 inh	CCHFV vOTU inh	PfHsp40 yeast	Vc quorum ag	BoNT-A LC inh2	TcdB GH inh	Anthrax LF inh2	SSB-PriA inh
CC(/C=C1\SC(=S)N(CCC(=O)Nc2ccccc2O)C1=O)=C\c1ccccc1	-8	1	-2	22	-0.5	-0.4	2.6	1.7	1	-10
CC(OC(=O)COc1ccccc1Cc1ccccc1)C(=O)N(C)c1ccccc1 (stereo not drawn)	9	·	·	13	1.4	-0.7	-1.2	-0.1	2	-7
Nc1nc(N2CCCCC2)nc(N2CCCCC2)n1	2	0	52*	7	0.0	5.9	-0.7	·	-2	-8
NC(=O)c1ccccc1NC(=O)Nc1cccc2ccccc12	-5	-2	2	-13	0.5	1.6	0.7	-1.2	0	0
COc1cccc(C(=O)NCCS(=O)(=O)NCc2ccc3c(c2)OCO3)c1	6	·	·	-12	-0.4	1.4	-1.4	0.4	1	5
CC1CCN(CCc2nc3cc(NC(=O)COc4ccc(Cl)cc4)ccc3n2C)CC1	10	-9	10	-13	0.4	i	0.3	2.5	-1	-12
COC(=O)c1cnc(Nc2nc(C(N)Cc3ccccc3)cs2)nc1C(F)(F)F (stereo not drawn)	4	·	·	11	·	-4.0	0.3	1.3	-2	·
Cc1nc(=O)c(-c2ccccc2)c(C)n1CCCO	10	-1	18	6	-1.2	-0.3	0.5	·	-4	-8
CC(C)C(=O)Nc1ccc(-c2ccc3nncn3n2)cc1	2	2	-3	-6	0.8	i	-0.6	1.1	-3	-11
CCc1ccc(-c2ccc(SCc3ccccn3)nn2)cc1	-8	0	20	12	1.2	-0.2	0.4	-0.2	-4	-10&-5
Nc1c(C(=O)O)sc2nc(-c3ccccc3)c3c(c12)CCCC3	5	3	4	6	2.5	-0.2	1.2	0.5	0	-1
CN(C)S(=O)(=O)c1cccc(NC(=O)c2c[nH]c3ccccc23)c1	-14	2	-14	-12	1.2	i	-8.7	0.3	-28	0
CCc1ccc(C(=O)c2cnc3ccc(OC)cc3c2N2CCN(CC)CC2)cc1	19	-1	17	2	0.1	-0.5	-0.7	-6.3	-10	1
CCC1Sc2ccc(S(=O)(=O)CCC(=O)NCc3cccs3)cc2NC1=O (stereo not drawn)	9	5	2	-11	1.6	i	0.3	2.7	-1	-3
COc1cccc(CNC(=O)CCS(=O)(=O)c2ccc3c(c2)NC(=O)CO3)c1	2	0	-16	10	-0.6	-0.8	-0.4	1.4	0	-8

Complete entries, looked up by structure.
Nc1nc(N2CCCCC2)nc(N2CCCCC2)n1 is entered as Y pestis TopoI: 2; SARS 3CLpro inh: 0; DUSP3 inh: 52*; CCHFV vOTU inh: 7; PfHsp40 yeast: 0.0; Vc quorum ag: 5.9; BoNT-A LC inh2: -0.7; TcdB GH inh: ·; Anthrax LF inh2: -2; SSB-PriA inh: -8
NC(=O)c1ccccc1NC(=O)Nc1cccc2ccccc12 is entered as Y pestis TopoI: -5; SARS 3CLpro inh: -2; DUSP3 inh: 2; CCHFV vOTU inh: -13; PfHsp40 yeast: 0.5; Vc quorum ag: 1.6; BoNT-A LC inh2: 0.7; TcdB GH inh: -1.2; Anthrax LF inh2: 0; SSB-PriA inh: 0

Following part:
SMILES	Y pestis TopoI	SARS 3CLpro inh	DUSP3 inh	CCHFV vOTU inh	PfHsp40 yeast	Vc quorum ag	BoNT-A LC inh2	TcdB GH inh	Anthrax LF inh2	SSB-PriA inh
CCN1C(=O)c2cccc3c(S(=O)(=O)Nc4nc(C)cs4)ccc1c23	-1	-2	15	·	1.5	i	-0.1	·	-4	-8
C=CCn1c(O)c(C(C)=Nc2ccc(C(=O)OCC)cc2)c(=O)[nH]c1=O	15	-1	-16	9	-0.6	-2.6	-0.1	·	2	-23
Cc1cc(NC(=O)CCC(=O)N(CC(=O)NC2CCCC2)c2ccc(C(C)C)cc2)no1	25	-4	20	2	0.0	i	-2.9	1.6	-3	-4
Cc1ccc2[nH]c(C(=O)O)c(-c3ccccc3)c2c1	5	10	10	10	0.9	-1.0	-0.3	·	0	-12
Cc1ccnc(NC(=O)c2cccc(NC(=O)Cc3ccccc3)c2)c1	3	-2	34	4	0.2	-0.3	-1.6	1.1	-5	-9
Oc1cc2ccccc2nc1-c1ccccc1Cl	-5	2	16	-9	0.2	-0.6	2.5	0.9	-15	-2
O=C1NC[C@@H](CCCCN2C[C@H](Cc3ccccc3)N(CCC3CCCCC3)C(=O)C2=O)N(CCc2ccccc2)C1=O	·	·	·	26	·	·	-0.2	-5.9	-8	·
CCNCc1nc2cc(OC)c(OC)cc2c(=O)[nH]1	4	0	-10	-3	-2.0	i	1.0	·	3	-16
COC(=O)c1ccc(N=C2S/C(=C\c3cc(C)n(-c4cccnc4)c3C)C(=O)N2C)cc1	1	-1	-1	-5	5.2	·	-0.1	·	-5	20
COc1ccc(Br)cc1CNC(=O)Cc1c(C(=O)O)[nH]c2ccc(Cl)cc12	0	6	9	12	7.2	-0.2	-0.9	-0.2	-3	4
O=S1(=O)CC(N2CCCC2)CN1Cc1cn(Cc2ccc(Cl)cc2)nn1 (stereo not drawn)	·	·	·	3	·	·	0.2	0.7	-7	·
C/C(=N\NC(=O)c1cccc(N/N=C(\C)c2ccncc2)c1)c1ccncc1	-3	-5	12	4	0.1	-0.3	-0.1	·	-2	·
COc1cc(OC)c2c(-c3cccc(-c4ccc(C#N)cc4)c3)cc(=O)oc2c1	4	·	·	-9	-2.1	i	-0.4	0.7	-1	-3
Cc1c(NC(=S)NC(C)(C)C)c(=O)n(-c2ccccc2)n1C	3	-1	6	-8	-0.9	i	-1.2	-0.3	-5	1
CN(C[C@H](Cc1ccccc1)N(C[C@H](Cc1ccccc1)N(CC1(c2ccccc2)CC1)N=O)N=O)N=O	40	1	7	-7	2.9	-0.5	-0.2	1.4	-5	6
CCN(CC1CCCN(CCc2cccc(F)c2)C1)C(=O)c1cc2ccccc2o1 (stereo not drawn)	19	-8	15	12	-0.9	-1.2	-3.7	2.2	-3	-13
Cc1nc2ccccc2n1CC(=O)c1ccccc1	7	-2	11	5	-0.3	i	2.7	0.5	-12	-3
Cc1ccc(C(=O)NCC(=O)Nc2ccccc2C)o1	-4	·	·	2	·	1.3	0.1	0.9	-4	·
CC(NC(=O)c1cc2cc([N+](=O)[O-])ccc2oc1=O)C1CCCO1 (stereo not drawn)	9	0	-3	12	6.7	i	1.5	2.2	-3	1
COCCCN(Cc1cc(OC)c(OC)c(OC)c1)C(=S)Nc1cccc(Cl)c1	18	·	·	18	·	i	0.4	-3.5	3	·
CC(C)CN1CCN(Cc2cnc(-c3ccc(Cl)cc3)nc2)CC1CCO (stereo not drawn)	4	3	35	-10	-0.5	4.8	-0.1	2.0	2	-8
CC1Oc2ccccc2N(CC(=O)c2cccc(Cl)c2)C1=O (stereo not drawn)	-3	1	40	-3	0.1	-0.6	12	-0.2	-12	-24
CCOC(=O)N1CCN(C(=O)c2cc3cc(F)ccc3[nH]2)CC1	2	-2	-5	-9	0.1	i	0.8	1.7	10	1
CC(C)(CNC(=O)c1cc([N+](=O)[O-])ccc1N1CCC(Cc2ccccc2)CC1)N1CCOCC1	12	·	·	-4	-0.5	i	0.3	0.9	1	17
Cc1nn(Cc2ccc(Cl)cc2)c(C)c1NC(=O)CCCn1nc([N+](=O)[O-])c(Cl)c1C	5	0	4	-4	-0.5	-0.2	0.0	·	0	-9
COC(=O)c1ccccc1NC(=O)NCc1ccc2c(c1)OCO2	11	1	-14	-6	1.5	-0.3	-0.4	·	-8	-6
c1cc(CCCc2ccncc2)ccn1	-5	·	·	11	-0.3	-0.3	5.4	1.3	-1	-12
O=C(c1cc(-c2ccc(Cl)cc2Cl)on1)N1CCCCCC1	47	6	7	4	1.9	-0.4	-0.8	0.1	-4	-15
COCc1cc(CN2CCCC(C(=O)c3cccc(C(F)(F)F)c3)C2)ccc1OC (stereo not drawn)	19	-3	13	-7	2.0	-0.3	4.2	1.3	-2	-16
CCN(C1CCCCC1)S(=O)(=O)CCNC(=O)c1ccc(OC)cc1	11	·	·	-1	·	-3.0	-0.2	0.6	0	·
COC(=O)COc1ccc(NC(=O)C2CCCO2)cc1 (stereo not drawn)	9	-2	-19	-17	-0.3	i	0.1	·	-3	-7
O=C(CSCc1ccc(Cl)cc1)N1CCCCC1	4	-1	21	8	-0.9	-0.4	-0.3	·	-4	-7
CC(=O)Oc1ccc(C#C/C=C2\c3ccccc3C(=O)N2c2ccccc2)cc1	5	·	·	·	-0.2	-1.1	0.2	·	-7	7
COCCN(C(=O)COC(=O)c1ccccc1Nc1ccccc1)c1c(N)n(Cc2ccccc2)c(=O)[nH]c1=O	21	·	·	18	?	-0.7	-2.0	5.1	4	8
CCc1ccccc1N/N=C(/C)c1c(O)cc(C)oc1=O	-3	2	7	-10	0.8	-1.3	0.3	-0.4	-2	·
COc1ccc(Cn2cnc3sccc3c2=O)cc1	2	2	31	5	-1.6	i	-0.2	·	0	-13
O=C(NCCC(=O)N1CCN(c2cccc(Cl)c2)CC1)c1ccc(Br)cc1	26	·	·	-1	?	-1.6	0.1	-1.2	-10	-5
CCc1ccc(OCC(=O)NCCc2ccc3c(c2)OCCO3)cc1	31	·	·	-2	2.7	i	-1.9	0.9	-3	0
O=C1[C@H]2[C@@H](c3ccc(F)cc3)N3C(=O)N(c4cccc(Br)c4)C(=O)[C@@]3(Cc3ccc(Cl)cc3)[C@H]2C(=O)N1C1CCCCC1	-6	8	9	3	-2.8	i	0.1	0.8	3	-9
CCCCn1c(N)c(N(CC(C)C)C(=O)c2cccc(-n3cnnn3)c2)c(=O)[nH]c1=O	-2	·	·	-2	-1.4	-0.9	-0.6	0.6	-1	-2
CCN(CC)CCN1C(=O)C(=O)/C(=C(/O)c2ccc(OC)c(OC)c2)C1c1ccccn1 (stereo not drawn)	8	2	-18	21	1.3	i	0.1	·	-2	·
O=S(=O)(c1ccccc1)N1CCN(c2ncccn2)CC1	-5	-1	13	-10	-3.2	-1.8	-0.4	1.3	-5	-9
CC(Oc1ccc(Cl)cc1Cl)C(=O)Nc1cccc(O)c1 (stereo not drawn)	-1	7	-3	0	0.2	-0.2	-0.7	0.1	-8	-7
COc1ccc(NC2CCCN(C(=O)c3ccccc3N3CCOCC3)C2)cc1OC (stereo not drawn)	9	-7	48	-8	0.3	-0.1	-0.5	0.0	-1	5
O=C(NCCS(=O)(=O)N1CCCCC1)c1ccccc1	3	·	·	-4	-1.1	-0.6	·	-0.3	·	-14
CCOC(=O)c1cc2c(ccn2C)n1Cc1ccccc1Cl	1	1	17	2	-2.1	i	-0.4	1.0	-3	2
COCCNC(=O)c1cc2cc(Br)cc(OC)c2oc1=O	-3	1	21	7	-0.7	i	?	·	1	-11
Cc1nc(-c2cccc(S(=O)(=O)N3CC(C)OC(C)C3)c2)cs1 (stereo not drawn)	5	-9	28	2	-0.4	-4.7	0.0	·	-3	-5
CC(=O)N/C(=C/c1ccccc1)c1ccccc1	5	·	·	-2	1.2	-0.6	-0.2	-1.1	-6	-9
C=CCn1c(SCCN2CCCCC2)nc2c1c(=O)[nH]c(=O)n2C	5	-3	9	8	-0.2	-1.6	-0.5	-0.7	-4	3
COc1ccc(CCN2CC(C(=O)NCc3ccccc3)CCC2=O)cc1 (stereo not drawn)	4	-3	-10	11	-0.3	-0.9	-0.4	0.8	-2	-6
CC(C)C[C@H]1CNC(=O)C(=O)N1C[C@H]1CCCN1C[C@H](Cc1ccc(O)cc1)N1C[C@H](CC(C)C)N(CC2CCCCCC2)C(=O)C1=O	·	·	·	27	·	·	-0.7	0.2	6	·
Cc1cccc(NS(=O)(=O)c2cc3c4c(c2)CCN4C(=O)CC3)c1C	-7	·	·	·	1.2	3.7	6.7	·	2	5
CC1CCCN(CCCNS(=O)(=O)c2cc(Br)cc3c2N(C(=O)C2CC2)CC3)C1 (stereo not drawn)	-2	5	34	-1	1.5	-0.2	-1.3	0.4	7	6

An excerpt, so the mix of outcomes need not match the whole.
